LGR2 inh: blocks bursicon-induced cAMP signaling via Drosophila LGR2 | HEK293 LGR2, CRE-luciferase, bursicon-stimulated, 4 h | inhibition, % at 9.99 µM | hit rate 0.35% among 380,000 | AID 720647;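 active = drop in luminescence signal, shown as inhibition above about 50% in the replicate tests, limit read from the data, passing the limit was not always enough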;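 note: agonist challenge used bursicon conditioned medium at about half maximal strength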
PAX8 reporter: lowers PAX8-driven luciferase in RMG-I cells | RMG-I TPO-luciferase reporter, SteadyGlo, 24 h | inhibition, % at 12.6 µM | hit rate 1.2% among 360,000 | AID 652154;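 active = mean replicate inhibition at least 60% with every replicate also reaching 60%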;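 note: luciferase light reporting Pax8 driven TPO promoter activity; plate controls were median of neutral control wells for no effect and mitoxantrone controls for full effect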
DENV2 CPE: inhibitors of DENV2 cytopathic effect. DENV2-infected cells, cytopathic effect rescue, plate reader. CPE inhibition, % at 9.99 µM. hit rate 1.7% among 350,000; in the data active = CPE inhibition above about 20%, passing the limit was not always enough; tested in BHK-21 cells;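 note: 0% = median of neutral control wells and 100% = median of positive control wells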
CASP6 VEID inh: blocks human caspase-6 cleavage activity; hit rate 0.53% among 350,000; inhibition, % at 12.5 µM; purified caspase-6, Z-VEID-R110 cleavage fluorescence;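 active = mean inhibition across replicates at least about 35%, with every replicate also reaching that limit, limit read from the data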;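 note: 0% = median of neutral control wells and 100% = no fluorescence left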
Target sequence (P55212 24-179 limits assumed): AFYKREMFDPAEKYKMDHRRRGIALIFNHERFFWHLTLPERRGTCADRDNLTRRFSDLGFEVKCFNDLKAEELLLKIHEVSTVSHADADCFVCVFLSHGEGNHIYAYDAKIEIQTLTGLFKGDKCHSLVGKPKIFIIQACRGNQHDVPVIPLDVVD
Target sequence (P55212 194-293 limits assumed): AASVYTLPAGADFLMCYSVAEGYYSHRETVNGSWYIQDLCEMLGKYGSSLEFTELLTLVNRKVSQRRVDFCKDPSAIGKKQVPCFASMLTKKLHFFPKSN
SIRT5 inh: inhibitors of human sirtuin-5 desuccinylase; Q9NXA8; hit rate 1.1% among 330,000; Purified SirT5, succinyl-peptide AMC, trypsin-coupled fluorescence; AID 652115; inhibition, % at 15 µM; in the data active = inhibition above about 15%
Target sequence (Q9NXA8 whole entry, looked up): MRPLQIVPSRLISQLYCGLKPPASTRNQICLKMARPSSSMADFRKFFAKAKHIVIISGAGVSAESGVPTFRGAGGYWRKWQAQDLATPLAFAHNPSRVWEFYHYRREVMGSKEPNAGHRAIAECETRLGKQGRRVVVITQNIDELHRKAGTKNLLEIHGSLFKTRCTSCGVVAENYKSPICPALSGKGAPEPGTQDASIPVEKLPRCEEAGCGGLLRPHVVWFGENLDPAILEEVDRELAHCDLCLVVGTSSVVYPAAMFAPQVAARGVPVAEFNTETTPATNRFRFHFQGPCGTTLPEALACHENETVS
EWS-Fli inh: blocks EWS/Fli oncoprotein-driven transcription. hit rate 0.67% among 350,000. A673 NR0B1-luciferase reporter, viability-normalised. inhibition, % at 12.6 µM;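 active = mean inhibition of at least 50% after viability correction, with every replicate also passing that limit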;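 note: firefly luciferase signal divided by Alamar Blue viability fluorescence both relative to DMSO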
ARNT TACC3 PPI: disrupts binding between human ARNT and TACC3; AlphaScreen His-ARNT PAS-B/GST-TACC3 binding, luminescence; TACC3 fragment carries E629A point mutation; inhibition, % at 9.99 µM; hit rate 0.66% among 390,000;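 active = mean inhibition of replicates at least 50% and at least half of replicates each reaching 50%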;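 note: 0% = complete ARNT plus TACC3 wells and 100% = ARNT alone without TACC3; many hits fall short of the cut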
* = called active by the depositor; . = not tested or not shown. An unsorted share of the library; 4.9% or so of the library scored in one or more.

Labels used below – A = LGR2 inh; B = PAX8 reporter; C = DENV2 CPE; D = CASP6 VEID inh; E = SIRT5 inh; F = EWS-Fli inh; G = ARNT TACC3 PPI
1	COc1ccc(CNC(=O)Cn2nc(C(F)(F)F)c(Br)c2C)cc1
  A: 10 | B: 7 | C: -1 | D: -3 | E: -10 | F: 14 | G: 0
2	C[C@@H]1CN([C@H](C)CO)C(=O)c2cc(NC(=O)c3ccncc3)ccc2O[C@@H]1CN(C)C
  A: -11 | B: -2 | C: 0 | D: 2 | E: -2 | F: 8 | G: -3
3	CCN(Cc1nc(-c2ccccc2)no1)C(=O)COc1cccc(OC)c1
  A: -12 | B: 2 | C: 6 | D: 3 | E: -4 | F: 3 | G: 6
4	CCOc1ccc(CCNC(=O)CCc2nnc3ccc(N4CCCCC4)nn23)cc1OCC
  A: -22 | B: 1 | C: -5 | D: 0 | E: 4 | F: -3 | G: 1
5	Cc1cc(-c2nn(C)c(=O)c3ccccc23)ccc1CNC(=O)NC1CCCCC1
  A: . | B: 12 | C: -3 | D: 2 | E: 0 | F: -10 | G: 3
6	COc1ccc(NC(=O)N(C)C[C@H]2Oc3ccc(NC(=O)Nc4cccc5ccccc45)cc3C(=O)N([C@@H](C)CO)C[C@@H]2C)cc1
  A: 9 | B: . | C: . | D: 0 | E: 5 | F: -3 | G: 1
7	Cc1ccc(NC(=O)C(c2ccccc2)c2ccccc2)nc1
  A: 6 | B: -8 | C: 19 | D: 2 | E: 2 | F: 9 | G: -10
8	CC(CC(=O)Nc1cccc(Cl)c1)c1ccccc1 (stereo unspecified)
  A: -3 | B: 13 | C: . | D: . | E: . | F: . | G: -4
9	O=C(C[C@@H]1CC[C@H](NC(=O)c2ccncc2)[C@@H](CO)O1)Nc1ccccc1
  A: 2 | B: 8 | C: -4 | D: 1 | E: 1 | F: -5 | G: -9
10	O=C(CSC(=S)N1CCCC1)Nc1ccc(Br)cc1Cl
  A: -8 | B: -14 | C: -5 | D: 1 | E: -6 | F: 9 | G: -3
11	O=C(c1ccccc1Cc1ccccc1)N1CCN(S(=O)(=O)c2ccc(F)cc2)CC1
  A: -4 | B: -13 | C: -2 | D: 0 | E: 1 | F: 8 | G: 16
12	COc1ccc(Cn2nnnc2CN(CCCN2CCOCC2)Cc2cc3cc(OC)ccc3[nH]c2=O)cc1
  A: 8 | B: 12 | C: -2 | D: 0 | E: -1 | F: 1 | G: 2
13	CCN(c1ccccc1)S(=O)(=O)c1ccc(C(=O)Nc2ccncc2)cc1
  A: 7 | B: 6 | C: -1 | D: -6 | E: 4 | F: 17 | G: .
14	CO[C@H]1CN(C)C(=O)c2cc(NC(=O)C3CCC3)ccc2OC[C@@H](C)N(C)C[C@H]1C
  A: 8 | B: -6 | C: 3 | D: . | E: 1 | F: -1 | G: -3
15	O=C(COCc1cc(-c2ccc3c(c2)OCO3)on1)Nc1cccnc1Cl
  A: -16 | B: -25 | C: 7 | D: -1 | E: -1 | F: . | G: -1
16	CCC(C)NCCOCCOc1ccc(Br)cc1C (stereo unspecified)
  A: -2 | B: 30 | C: . | D: -4 | E: -4 | F: 6 | G: -2
17	Cc1ccc(Cl)cc1NC(=O)c1cc2ccccc2cc1O
  A: 5 | B: 78* | C: . | D: -2 | E: -1 | F: 12 | G: -3
18	COc1ccccc1NC(=O)c1ccc2c(=O)n3c(nc2c1)CCC3
  A: -1 | B: -14 | C: . | D: -3 | E: -3 | F: -25 | G: -2
19	Cc1cc(N2C(=O)C3C4CCC(C4)C3C2=O)no1 (stereo unspecified)
  A: 14 | B: -6 | C: 5 | D: 3 | E: 3 | F: 2 | G: 35
20	COc1ccccc1OCc1nnc(SCC(N)=O)n1-c1ccccc1
  A: -29 | B: 13 | C: -1 | D: -1 | E: 0 | F: 10 | G: -5
21	CCNC(=O)Nc1ccc2c(c1)C(=O)N(C)[C@H]1CC[C@@H](CC(=O)NCc3ccc(F)cc3)O[C@H]1CO2
  A: 9 | B: 9 | C: -10 | D: 2 | E: 6 | F: 4 | G: -15
22	CC(C)(C)OC(=O)N(Cc1ccccc1)Cc1ccccc1OCc1cccc(NC(=O)C2CC2)c1
  A: -2 | B: -6 | C: -10 | D: 1 | E: 2 | F: -30 | G: -3
23	Cn1cnc(S(=O)(=O)N2C[C@H](O)COC[C@@H]3O[C@H](CC(=O)NCc4cc(F)cc(F)c4)CC[C@H]32)c1
  A: 3 | B: -15 | C: -3 | D: 1 | E: -3 | F: -6 | G: -5
24	CC(C)CCN1CCN(Cc2ccc(C#CC(C)(C)O)s2)CC1CCO (stereo unspecified)
  A: 6 | B: 7 | C: -4 | D: -2 | E: -1 | F: -4 | G: -3
25	CCC(c1nnc(SCC(=O)Nc2ccc(Cl)cc2C(F)(F)F)n1C1CCCCC1)N(C)C (stereo unspecified)
  A: -12 | B: 9 | C: . | D: . | E: . | F: . | G: 25
26	CCCNC(=O)N1CC2(CN(S(=O)(=O)c3ccc(OC)cc3)C2)c2c(n(C)c3cc(OC)ccc23)[C@@H]1CO
  A: -3 | B: 36 | C: 11 | D: . | E: 9 | F: 11 | G: .
27	OC[C@H]1[C@H](c2ccc(-c3ccccc3F)cc2)[C@@H]2CN(Cc3ccncc3)CCCCN12
  A: 9 | B: 7 | C: -6 | D: -14 | E: -4 | F: 3 | G: 8
28	COc1cc(-c2nc3ccccc3c(=O)n2N)cc(OC)c1OC
  A: 0 | B: 8 | C: -3 | D: 7 | E: 4 | F: 4 | G: -1
29	CN(CC(=O)Nc1ccc(Cl)c(Cl)c1)C(=O)CNC(=O)Cc1ccccc1
  A: 1 | B: 5 | C: -4 | D: 1 | E: -1 | F: 5 | G: .
30	Cc1ccc(NC(=O)c2ccc3ccccc3n2)cc1S(=O)(=O)N1CCOCC1
  A: 26 | B: -2 | C: -2 | D: 0 | E: -1 | F: -11 | G: 6
31	CCN(C(=O)COC(=O)c1ccc(N2C(=O)c3ccccc3C2=O)cc1)C1CCS(=O)(=O)C1 (stereo unspecified)
  A: . | B: 12 | C: 1 | D: -2 | E: 1 | F: -9 | G: -8
32	Cc1ccccc1N(CC(=O)NC1CCCCC1)C(=O)CNC(=O)c1cccs1
  A: 4 | B: 4 | C: -4 | D: 3 | E: -7 | F: 7 | G: -3
33	CCc1c(C(=O)N/N=C/c2ccsc2)csc1C
  A: -3 | B: -41 | C: . | D: . | E: . | F: . | G: -9
34	C[C@@H]1CN([C@H](C)CO)C(=O)c2cccc(NC(=O)Nc3ccccc3)c2O[C@H]1CN(C)Cc1ccc(-c2ccccc2)cc1
  A: 2 | B: -6 | C: 4 | D: . | E: -4 | F: 15 | G: -3
35	CCC(=O)N1CCN=C1SCc1ccccc1
  A: 7 | B: -8 | C: -4 | D: -2 | E: . | F: -17 | G: .
36	C[C@H](CO)N1C[C@H](C)[C@H](CN(C)S(=O)(=O)c2ccccc2)Oc2ccc(NC(=O)Cn3cnnn3)cc2CC1=O
  A: 19 | B: 16 | C: 1 | D: -2 | E: 2 | F: -4 | G: -2

Molecules shown so far with an aryl methoxy group:
Labels used below – A = LGR2 inh; B = PAX8 reporter; C = DENV2 CPE; D = CASP6 VEID inh; E = SIRT5 inh; F = EWS-Fli inh; G = ARNT TACC3 PPI
1	COc1ccc(CNC(=O)Cn2nc(C(F)(F)F)c(Br)c2C)cc1
  A: 10 | B: 7 | C: -1 | D: -3 | E: -10 | F: 14 | G: 0
3	CCN(Cc1nc(-c2ccccc2)no1)C(=O)COc1cccc(OC)c1
  A: -12 | B: 2 | C: 6 | D: 3 | E: -4 | F: 3 | G: 6
6	COc1ccc(NC(=O)N(C)C[C@H]2Oc3ccc(NC(=O)Nc4cccc5ccccc45)cc3C(=O)N([C@@H](C)CO)C[C@@H]2C)cc1
  A: 9 | B: . | C: . | D: 0 | E: 5 | F: -3 | G: 1
12	COc1ccc(Cn2nnnc2CN(CCCN2CCOCC2)Cc2cc3cc(OC)ccc3[nH]c2=O)cc1
  A: 8 | B: 12 | C: -2 | D: 0 | E: -1 | F: 1 | G: 2
18	COc1ccccc1NC(=O)c1ccc2c(=O)n3c(nc2c1)CCC3
  A: -1 | B: -14 | C: . | D: -3 | E: -3 | F: -25 | G: -2
20	COc1ccccc1OCc1nnc(SCC(N)=O)n1-c1ccccc1
  A: -29 | B: 13 | C: -1 | D: -1 | E: 0 | F: 10 | G: -5
26	CCCNC(=O)N1CC2(CN(S(=O)(=O)c3ccc(OC)cc3)C2)c2c(n(C)c3cc(OC)ccc23)[C@@H]1CO
  A: -3 | B: 36 | C: 11 | D: . | E: 9 | F: 11 | G: .
28	COc1cc(-c2nc3ccccc3c(=O)n2N)cc(OC)c1OC
  A: 0 | B: 8 | C: -3 | D: 7 | E: 4 | F: 4 | G: -1

Screening data (PubChem BioAssay)
